# Screens (PubChem)
# Mtb BioA inh = M. tuberculosis BioA enzyme inhibitors, primary screen, biochemical, plate reader, single point, HTS; inhibition, % at 9.99 µM; purified M. tuberculosis BioA enzyme; 7,8-diaminopelargonic acid synthase BioA (Mycobacterium tuberculosis); 360,000 tested, 0.096% active; in the data active means inhibition above about 40%; inconclusive means no clear call, values can overlap the other calls
# FadD28 FP inh = inhibitors of FadD28 bisubstrate probe binding, primary screen, biochemical, fluorescence polarization, single point; Mycobacterium tuberculosis FadD28 fatty-acid-AMP ligase; inhibition, % at 12.5 µM; 360,000 tested, 0.22% active; in the data active means inhibition above about 8.5%, passing the limit was not always enough; inconclusive means no clear call, values can overlap the other calls
# BoNT-A LC inh2 = BoNT/A light chain protease inhibitors, primary screen, biochemical, flow cytometry, MLPCN library; Botulinum neurotoxin type A light chain protease (Clostridium botulinum A str. ATCC 3502); multiplex microsphere protease substrate cleavage; inhibition, % at 10 µM; 360,000 tested, 0.17% active; AID 588499, 2011; further: plate controls were buffer without enzyme for full effect and enzyme alone for no effect
# PfHsp40 yeast = rescue of yeast from PfHsp40 toxicity, primary screen, S. cerevisiae, ATP luminescence | S. cerevisiae expressing PfHsp40, growth rescue | growth rescue, % at 12.5 µM | 340,000 tested, 0.68% active | AID 504582, 2011; in the data active means growth rescue above about 28%, passing the limit was not always enough; inconclusive means no clear call, values can overlap the other calls;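 further: yeast W303a lacking pdr1 and pdr3 grown in galactose medium; growth measured after three days at 30 °C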
# Mtb FBA inh = Mtb FBA enzyme inhibitors, primary screen, biochemical, fluorescence, strain H37Rv. purified M. tuberculosis FBA, fluorescence read-out. inhibition, % at 1 µM. 360,000 tested, 2.3% active. AID 588726, 2011; in the data active means inhibition above about 27%;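 further: 0% = vehicle and 100% = reference inhibitor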
# Target sequence (P9WQA3 whole entry, looked up): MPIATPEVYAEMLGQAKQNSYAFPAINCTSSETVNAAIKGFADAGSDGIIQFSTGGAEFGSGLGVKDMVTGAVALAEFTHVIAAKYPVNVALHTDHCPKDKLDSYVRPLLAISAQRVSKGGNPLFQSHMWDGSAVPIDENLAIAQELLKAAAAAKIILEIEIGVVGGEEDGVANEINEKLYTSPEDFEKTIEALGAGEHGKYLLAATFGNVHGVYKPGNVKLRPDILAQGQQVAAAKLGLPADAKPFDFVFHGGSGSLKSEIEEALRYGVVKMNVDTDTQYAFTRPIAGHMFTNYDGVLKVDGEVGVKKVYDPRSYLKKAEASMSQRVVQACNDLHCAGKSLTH
# UGM FP inh = M. tuberculosis UGM enzyme inhibitors, primary screen, biochemical, fluorescence polarization, single point; UDP-galactopyranose mutase (Mycobacterium tuberculosis (strain ATCC 25618 / H37Rv)), …; purified UGM, fluorescence polarization probe displacement; inhibition, % at 10 µM; 320,000 tested, 0.06% active; AID 504406, 2011; in the data active means inhibition above about 10%, passing the limit was not always enough; inconclusive means no clear call, values can overlap the other calls
# Target sequence (P9WIQ1 whole entry, looked up): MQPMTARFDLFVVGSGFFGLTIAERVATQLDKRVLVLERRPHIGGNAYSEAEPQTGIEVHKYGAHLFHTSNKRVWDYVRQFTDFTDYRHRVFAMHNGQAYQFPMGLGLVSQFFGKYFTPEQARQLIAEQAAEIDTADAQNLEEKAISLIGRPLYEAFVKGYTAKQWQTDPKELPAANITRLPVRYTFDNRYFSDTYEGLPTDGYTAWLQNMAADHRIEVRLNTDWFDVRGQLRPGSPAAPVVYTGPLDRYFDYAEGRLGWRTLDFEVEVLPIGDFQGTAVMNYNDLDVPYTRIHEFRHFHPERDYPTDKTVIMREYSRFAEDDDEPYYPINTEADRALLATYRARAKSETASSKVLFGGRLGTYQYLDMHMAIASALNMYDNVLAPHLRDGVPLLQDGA
# BoNT-F LC inh = BoNT/F light chain protease inhibitors, primary screen, biochemical, flow cytometry, MLPCN library; Botulinum neurotoxin type F light chain protease (Clostridium botulinum); Multiplex microsphere protease cleavage assay; inhibition, % at 10 µM; 360,000 tested, 0.22% active; AID 588497, 2011; in the data active means inhibition above about 35%, passing the limit was not always enough; inconclusive means no clear call, values can overlap the other calls; further: plate controls were buffer without enzyme for full effect and enzyme alone for no effect
# GDH-TPI inh = GDH-TPI coupling enzyme inhibitors, primary screen, artefact control for M. tuberculosis FBA inhibitor project, biochemical, absorbance, full deck | GDH-TPI coupled enzyme counterscreen, NADH absorbance | inhibition, % at 4.8 µM | 360,000 tested, 1.2% active; in the data active means inhibition above about 30%;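 further: 0% = DMSO wells and 100% = wells lacking the enzyme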
# Anthrax LF inh2 = Bacillus anthracis LF protease inhibitors, primary screen, biochemical, multiplex microsphere, MLPCN library; multiplex microsphere protease cleavage assay; inhibition, % at 10 µM; 360,000 tested, 0.12% active; further: plate controls were buffer without enzyme for full effect and enzyme alone for no effect
# Starred values were filed as active, the others as inactive; ? = inconclusive; . = not tested or not shown. Unless noted, no stated cut-off is given here; in the data, active means inhibition above about 30%; inconclusive means no clear call, values can overlap the other calls; inactive means below that.
SMILES,Mtb BioA inh,FadD28 FP inh,BoNT-A LC inh2,PfHsp40 yeast,Mtb FBA inh,UGM FP inh,BoNT-F LC inh,GDH-TPI inh,Anthrax LF inh2
COc1ccc(CN2Cc3cc(N4CCOCC4)ccc3-n3nncc3C2)cc1,-2.6,-2.6,-1.0,.,3,.,-7,.,-10
CCCCCC1CC(=O)NC1(C(=O)OCC)C(=O)OCC (stereo unspecified),.,0.8,-0.1,4.2,0,.,-5,4,-1
Cc1nccn1-c1c2c(c(C#N)c3nc4ccccc4n13)CCCC2,0.7,-3.6,0.1,0.4,-2,.,-4,-2,-4
CC(C)CC(=O)N1CCC(O)(CS(=O)(=O)Cc2ccccc2Cl)CC1,-0.3,-2.7,?,0.1,-1,0.4,-7,3,-2
Cc1ccc(NCC(=O)N/N=C\c2ccc[nH]2)cc1,-0.6,-1.6,0.3,.,-1,1.1,-4,19,-2
O=C(CSc1n[nH]c(=O)n1C1CC1)Nc1ccc(Cl)cc1Cl,-1.0,0.2,-0.6,-0.3,6,1.3,-8,5,5
COc1ccc2nc(C3CCCCC3)c3c(c2c1)CCC3,0.5,-3.8,-0.1,0.2,3,0.5,-5,-9,0
CCOc1ccc(C(=O)CCC(=O)NN2CCCCC2)cc1,0.4,-2.1,-0.7,.,-1,.,-5,-1,0
CCOC(=O)C1CCN(C(=O)/C=C/c2ccc3c(c2)OCO3)CC1,6.5,0.5,-2.0,0.6,5,1.0,-13,17,11
O=C(COC(=O)COc1ccc(Cl)cc1)Nc1ccc(N2CCOCC2)cc1,.,1.9,-0.2,-1.1,2,2.3,-5,3,-1
CCOc1ccc(NS(=O)(=O)c2ccc3c(c2)CCN3C(C)=O)cc1,0.7,.,-1.0,-0.6,-2,3.4,-9,-1,4
CCN(CC)S(=O)(=O)c1ccc(/C=C/C(=O)Nc2c(C)n(C)n(-c3ccccc3)c2=O)cc1,.,-1.6,0.3,-0.4,-4,-2.2,-2,7,-6
COc1ccc2cc(CN(CC3CCCO3)C(=S)NCc3ccco3)c(=O)[nH]c2c1 (stereo unspecified),.,-0.8,-0.4,-1.1,-1,-2.9,-8,10,5
CCc1ccccc1NC(=O)COc1cccc(-n2cnnn2)c1,-3.9,-2.1,0.5,-0.2,1,1.6,-22,-5,4
CN(C)S(=O)(=O)Nc1ccccc1C(N)=O,-2.2,0.9,0.2,-0.8,21,-1.1,-6,0,1
CC(C)c1nc(SCC(=O)N2CCCCCC2)c2c(=O)n(C)c(=O)n(C)c2n1,3.7,-1.6,2.3,0.8,0,-2.2,6,2,-3
O=C(Nc1cc2c(cc1Br)OCCO2)c1cccnc1,8.3,-1.6,-0.7,0.5,1,1.5,-6,-1,5
Cc1ccc(C(CC(=O)N2CCCC2)c2ccccc2)c(O)c1C (stereo unspecified),0.3,-0.2,0.4,0.3,-1,-1.8,20,11,-1
CCN1CCN(c2ccc(S(=O)(=O)N3CCCCC3)cc2NC(=O)Cc2ccccc2)CC1,-1.3,0.7,14,0.3,-2,-1.1,12,0,3
O=C(CSc1nnc(-c2cccnc2)n1Cc1ccco1)Nc1cccc(O)c1,-1.6,.,-0.6,0.1,1,0.6,-4,-1,-1
CC1CCN(c2ccc(NC(=S)NC(=O)c3ccc(-c4cccc([N+](=O)[O-])c4)o3)cc2)CC1,-1.3,-0.4,-1.0,-0.9,4,-2.5,-6,11,-2
CC(C)C(=O)Nc1cccc(-c2cn3ccccc3n2)c1,.,-0.3,-0.3,0.5,1,0.2,-2,8,1
Cc1ccc(C)c(NC(=S)N/N=C2/CCCCc3ccccc32)c1,.,-4.1,-0.1,-1.2,-3,0.3,-3,-8,-3
O=C(NCc1ccccc1)Nc1cc(Cl)ccc1Cl,-2.5,-3.0,-0.2,0.6,-4,0.0,-1,22,4
COc1ccc(Cc2noc(CN3CCCC(C(=O)c4cccs4)C3)n2)cc1OC (stereo unspecified),.,-2.5,-0.1,1.8,1,-2.9,0,6,0
COc1ccc(-n2nc(C(=O)NCC(=O)Nc3ccccn3)c3ccccc3c2=O)cc1Cl,-0.9,1.9,0.2,0.2,5,.,-2,19,-2
C=C(C)[C@@H]1[C@H]2OC(=O)[C@H]1[C@]1(O)C[C@H]3O[C@]34C(=O)O[C@H]2[C@]14C,-1.2,-2.2,0.3,-1.3,0,.,0,-17,0
CC1(C(=O)NCc2ccc3c(c2)OCO3)CCN1Cc1csc2ccccc12 (stereo unspecified),-0.7,-5.1,0.1,.,-3,.,-1,0,1
CCSc1oc(-c2ccco2)nc1S(=O)(=O)c1ccc(C)cc1,0.9,-5.6,0.8,5.6,-1,-2.1,-3,-10,0
O=C(NCCN1CCOCC1)/C(=C\c1ccc(Br)cc1)NC(=O)c1cccs1,.,-3.4,-0.2,-0.9,-3,-0.6,-4,-1,-2
CC(=O)NC(c1ccc(F)cc1)c1cccnc1 (stereo unspecified),-1.8,.,-0.3,-0.6,7,0.9,8,-5,-5
CCC(C)(C(=O)NC1CCCCC1)N(Cc1ccco1)C(=O)CC1NC(=O)NC1=O (stereo unspecified),0.8,-0.3,0.2,-0.7,12,1.0,1,3,-3
Cc1cccc(NC(=O)Nc2ccc(S(=O)(=O)Nc3onc(C)c3C)cc2)c1,-0.6,3.9,0.1,1.0,-2,0.0,-4,8,2
O=[N+]([O-])c1c(Nc2ccc(O)cc2)cc(Cl)c2nonc12,14,-2.8,-7.9,-2.7,-8,0.5,?,10,-16
COc1cc(/C=C/CN2CCN(Cc3ccc(C)o3)C(CCO)C2)ccc1O (stereo unspecified),.,-0.3,-0.7,-0.9,4,1.0,-2,3,1
O=C(NCC(=O)N1CC=C(c2ccccc2)CC1)c1ccco1,0.7,-3.5,-0.7,-0.5,2,-0.2,-12,-11,-1
Cc1nc2ccc(NC(=S)NC3CCCCC3)cc2nc1C,.,1.3,2.1,3.5,19,-0.2,2,3,-2
COc1ccccc1NC(=O)c1ccc(C(=O)c2ccccc2)o1,0.8,-2.4,0.4,-1.2,2,0.8,-1,11,-8
CCOc1ccc(N2C(=O)Cc3ccccc3C2=O)cc1,-2.3,-0.7,2.5,1.1,6,-0.4,6,0,1
O=C(CSc1cccc2cccnc12)Nc1ccccc1F,1.5,-2.3,1.6,0.4,22,-2.9,23,-1,-5
O=CN(CCNc1ccccc1)c1ccccc1,.,-1.3,-1.5,0.5,5,.,-28,5,-5
COc1cc(/C=C/C(=O)OCC(=O)N(C)Cc2ccccc2)cc(OC)c1OC,3.3,-1.0,-0.2,-0.4,17,-5.2,-1,13,0
CCOC(=O)N/N=C/c1c(F)c(F)c(F)c(F)c1F,.,-2.3,1.0,-1.1,-9,-0.3,4,-1,-2
COc1ccc(CNS(=O)(=O)CCNCc2ccccc2OC)cc1,-0.6,1.1,0.0,-0.7,1,.,-7,0,0
COCCNC(=S)NCCc1ccc(Cl)cc1Cl,.,-1.3,0.0,0.7,-2,-3.4,1,-2,-1
Cc1cccc(OCCCCCn2ccnc2)c1C,0.9,0.1,4.9,-0.3,0,-0.4,5,2,-7
CCSc1ccc2nnc(-c3cccs3)n2n1,.,-3.7,1.4,0.4,6,-1.9,7,9,2
CC(OC(=O)Cc1n[nH]c(=O)c2ccccc12)C(=O)Nc1ccc(F)cc1 (stereo unspecified),-0.5,-1.4,.,-0.7,-3,2.1,.,0,.
Cc1cc(C)cc(N(CC(=O)O)S(=O)(=O)c2c(C)[nH]c(=O)[nH]c2=O)c1,-0.5,0.0,0.2,-0.2,3,2.9,-7,-18,-1
Cc1nnc(SCC(C)C)[nH]c1=O,0.1,-0.6,-0.7,-0.8,-1,2.5,-1,0,-5
Nc1ccc(C(CC(=O)O)n2cccc2)cc1 (stereo unspecified),-1.7,?,-1.0,-0.3,0,5.0,0,-6,0
CC(C)(C)c1cc2nc(NCCc3ccc(S(N)(=O)=O)cc3)ccn2n1,3.0,-1.7,-0.1,.,-3,.,-7,3,-4
Oc1ccccc1-c1cc(-c2ccc(Cl)cc2)n[nH]1,-2.1,-6.4,0.4,3.6,2,2.1,16,1,10
CN(C)S(=O)(=O)c1cccc(NC(=O)COC(=O)/C=C/c2cccs2)c1,2.4,-1.1,-0.5,-0.3,3,0.2,-5,4,-1
Fc1cccc(-c2ccc3c(c2)CN(C(=S)NCCc2ccccc2)Cc2cnnn2-3)c1,-0.2,-6.8,0.0,.,-1,.,2,.,-7
CCOC(=O)CSc1nc2cc(OC)ccc2cc1C#N,-1.5,0.0,1.8,0.6,11,0.7,-8,9,1
COc1ccc(CNCC(O)(c2ccc(F)cc2)c2ccc(F)cc2)cc1,.,0.1,-0.3,-0.2,-2,0.4,-10,-1,-9
CCOc1ccccc1-n1nnnc1SCC(=O)NCC1(N2CCOCC2)CCCCC1,-4.9,-0.5,0.9,0.0,6,-1.0,1,9,-3
N/C(=N\c1nc(CSc2nc3ccccc3s2)cc(=O)[nH]1)Nc1ccc(F)cc1,.,-3.4,-0.8,-2.6,-1,-3.0,-1,24,-3
CCn1c(C)nnc1SCC(=O)Nc1ccc2c(c1)OCCO2,-1.0,-1.6,-0.4,0.0,2,1.3,0,-7,0

# Results in GDH-TPI inh, for some of the entries so far:
compound | GDH-TPI inh
Oc1ccccc1-c1cc(-c2ccc(Cl)cc2)n[nH]1 | 1
CN(C)S(=O)(=O)c1cccc(NC(=O)COC(=O)/C=C/c2cccs2)c1 | 4

# More entries
SMILES,Mtb BioA inh,FadD28 FP inh,BoNT-A LC inh2,PfHsp40 yeast,Mtb FBA inh,UGM FP inh,BoNT-F LC inh,GDH-TPI inh,Anthrax LF inh2
Cc1ccccc1OCCN(C#N)c1nc(N(C)C)nc(N(C)C)n1,.,-1.0,0.1,1.3,4,-0.1,2,-1,-7
Cc1nc(C)c(C(=O)NNS(=O)(=O)c2ccc([N+](=O)[O-])cc2)s1,.,-2.2,0.4,-0.6,3,0.9,-2,3,2
Cc1ccc2c(c1)c1c3n2CCN(C(=O)C2CC2)C3CCC1 (stereo unspecified),0.7,0.5,6.5,-1.1,8,-2.4,-4,-3,2
CC(=O)c1cccc(OCc2cc(C(=O)NCCC3=CCCCC3)no2)c1,-0.2,-3.4,-1.5,1.2,0,-0.6,-3,-13,-1
Cc1[nH]ncc1-c1nc2ccccc2[nH]1,0.6,-1.0,-1.8,0.1,0,-0.3,15,-3,-1
CC1(C)CC(=O)C=C(c2ccc(F)nc2)C1,1.1,-0.2,0.7,0.0,3,4.4,1,11,2
O=C(CSc1nnc(Cn2cnc3ccccc32)o1)c1ccccc1,.,-3.5,-0.5,2.3,-4,1.8,0,-8,1
O=[N+]([O-])c1cccc(COc2ccc(CN3CCOCC3)cc2)c1,0.1,-0.2,-0.6,0.9,-1,.,-3,2,-7
COC(=O)c1ccc(NC(=O)COc2cccc3c2OC(C)(C)C3)cc1,0.4,-1.5,-0.7,6.1,3,-1.0,2,7,-2
CC(CN1CCCC1)OC(=O)c1ccccc1Cl (stereo unspecified),-0.3,0.4,2.6,0.9,2,-1.9,23,2,-8
Nc1nc2n(n1)C(c1ccco1)CC(c1ccc(F)cc1)N2 (stereo unspecified),-1.1,-2.3,-0.6,-0.1,1,-0.8,-6,-4,-9
S=C(NCCCN1CCOCC1)N1CCN(c2cccc(Cl)c2)CC1,-0.2,-0.2,-0.7,-0.3,3,-3.0,-17,1,-1

# This is a random part of the collection. About 4.7% of those tested had a hit in this group.
